# High-throughput results: PubChem BioAssay, National Center for Advancing Translational Sciences (NCATS)
# KB-V1 cytotox: KB-V1 MDR subline cytotoxicity; KB-V1 MDR cells viability, CellTiter-Glo, 72 h; Potency, µM (top dose mostly 46.1 µM), inactives show at the top dose activity change, negative = cytotoxicity, usual class: cytotoxic; 3.4% of 400,000 active; AID 1347076; also: potency is read from the fitted curve at half-maximal effect; % is scaled to controls: 0 for no effect and ±100 for the full control effect; nearly all actives have a fitted effect of over 60% in size
#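 KB-V1, DMEM (no phenol red) + 10% FBS; cpd pin-transferred, titration series; 72 h, 37 degrees C; CellTiter-Glo, luminescence. Data normalized, curve-fit.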
# IL1B secr inh: inflammasome signaling inhibition, IL-1 beta readout; AID 743279; activity change, % at 57.5 µM; 4.7% of 360,000 active; THP-1 LPS/ATP IL-1B secretion, AlphaLISA, 16 h; hits give low values; in the data active = activity change below about -50%; inconclusive = mostly about -30% to -49%; also: % is scaled to controls: 0 for no effect and ±100 for the full control effect
#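 THP-1 cells pretreated 1 hr with compounds (up to 57.5 uM final), then stimulated with LPS (250 ng/mL final) plus ATP (1.25 mM final); secreted IL-1B measured by AlphaLISA after 16 hr, decreased signal indicating inhibition.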
# SW480 rereplic: inducers of DNA re-replication in SW480 colon cancer cells. SW480 DNA re-replication, Hoechst DNA content imaging, 48 h. Potency, µM (doses to about 46.1 µM), inactives show at the highest dose re-replication activation, most hits filed as activators. 1.8% of 340,000 active. AID 624297; also: potency is read from the fitted curve at half-maximal effect; % of control where 0% means no effect; nearly all actives have a fitted effect of over 55% in size
#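 SW480 cells exposed to compounds for 48 hr at 37 C, 5% CO2, then Hoechst-stained 40 min. Nuclear DNA content imaged by fluorescence scanning (405 nm excitation, 500-530 nm emission); re-replication scored as increased high-intensity nuclei.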
# MCF10A rerep: DNA re-replication induction in MCF 10a cells. MCF 10A DNA re-replication, Hoechst nuclear intensity, 48 h. Potency, µM (highest dose often 46.1 µM), inactives show at the highest dose activity, positive = re-replication, most hits filed as activators. 2.9% of 350,000 active. AID 624296; also: potency is read from the fitted curve at half-maximal effect; % of control where 0% means no effect; nearly all actives have a fitted effect of over 50% in size
# DRD3 agonist: activates the human D3 dopamine receptor; 0.58% of 410,000 active; P35462; D3R DiscoveRx beta-arrestin cells, luminescence, 90 min; max activation, %; AID 652048; in the data active = max activation above about 30%; also: 0% is about no effect; mostly tested at two doses, the higher about 12 µM
# Target sequence (P35462 whole entry, looked up): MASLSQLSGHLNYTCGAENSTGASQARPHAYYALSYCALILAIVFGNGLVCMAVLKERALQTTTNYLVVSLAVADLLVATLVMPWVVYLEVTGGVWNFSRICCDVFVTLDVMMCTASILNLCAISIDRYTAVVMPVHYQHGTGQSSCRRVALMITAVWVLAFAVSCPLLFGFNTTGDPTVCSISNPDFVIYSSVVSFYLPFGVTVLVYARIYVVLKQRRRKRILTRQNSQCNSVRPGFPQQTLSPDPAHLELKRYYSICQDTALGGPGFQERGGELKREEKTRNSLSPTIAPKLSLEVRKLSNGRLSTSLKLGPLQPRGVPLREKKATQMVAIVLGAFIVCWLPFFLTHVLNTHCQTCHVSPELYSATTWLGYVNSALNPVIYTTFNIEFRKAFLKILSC
#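 Cells at 1500/well, incubated overnight, then treated with pinned compounds (dopamine as control) for 90 min at 37 degrees C. DiscoveRx reagent added for 30 - 60 minutes at room temperature; luminescence read.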
# HEK293 tox: cytotoxicity in counter-screen for GLP-1R inverse agonists; HEK293 cAMP-luciferase reporter cells, luminescence, 24 h; Potency, µM (highest dose often 38.3 µM), inactives show top-dose activity change, negative = inhibition, usual class: inhibitors; 0.13% of 410,000 active; AID 624418;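 also: loss of luciferase light is scored as toxicity; potency is read from the fitted curve at half-maximal effect; % is scaled to controls: 0 for no effect and ±100 for the full control effect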
#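 Luminescence readout: signal drop marks cytotoxicity. Plated cells grew 12 h at 37 °C, 5% CO2, received 23 nL compound for 24 h, then got luciferase reagent, read after 12 min at RT.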
# KB-3-1 tox: KB-3-1 parental cell cytotoxicity; KB-3-1 viability, CellTiter-Glo ATP luminescence, 72 h; Potency, µM (top dose mostly 46.1 µM), without a hit: at the highest dose activity change, negative = cytotoxic, usual class: cytotoxic; 1.4% of 400,000 active; AID 1347075; also: potency is read from the fitted curve at half-maximal effect; % is scaled to controls: 0 for no effect and ±100 for the full control effect; nearly all actives have a fitted effect of over 60% in size
#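 KB-3-1 cells, DMEM (no phenol red) + 10% FBS; compound by pin transfer, 72 h, 37 °C. Readout: CellTiter-Glo luminescence after 10 min. Data normalized, curve-fitted.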
# HT1080 IDH1KD tx: toxicity to HT-1080 IDH1 knockdown cells (counter line); 2% of 360,000 active; HT-1080 IDH1 knockdown viability, ATP luminescence, 48 h; Potency, µM (titrated, usually from 46.1 µM), without a hit: at the highest dose activity, negative = toxicity, actives largely listed as cytotoxic; AID 686971;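 also: potency is read from the fitted curve at half-maximal effect; 0% = DMSO wells and -100% = cell-free medium wells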
#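 HT-1080-IDH1KD cells (IDH1 knocked down), 750/well in RPMI with 5% FBS, treated with compound 48 h at 37 degrees C. Viability by CellTiter-Glo luminescence, normalised to DMSO and no-cell wells; concentration-response curves classed.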
# HT1080NT lethal: kills 2HG-producing HT-1080-NT fibrosarcoma cells | HT-1080-NT fibrosarcoma viability, CellTiter-Glo ATP luminescence, 48 h | Potency, µM (highest dose often 46.1 µM), without a hit: at the top dose activity, negative = less viability, hits mostly cytotoxic | 1.6% of 360,000 active;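 also: NT is the 2HG producing partner of a matched IDH1 knockdown line; potency is read from the fitted curve at half-maximal effect; 0% = DMSO-treated cells and -100% = media-only wells without cells; nearly all actives have a fitted effect of over 55% in size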
#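 HT-1080-NT; 750 cells/well; 5% FBS RPMI; 48 h compound, 37 degrees C; CellTiter-Glo luminescence; curve fitting and curve-class assignment.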
# The depositor's hits bear a star; ? = inconclusive; · = not tested or not shown; & = joins results of further samples; ! = not active in a repeat; [ ] = dose if it differs, or a comment. Unless noted, calls follow the shape of the dose curve; as a rule, active = well fitted curve in the direction sought with a large enough effect; inconclusive = small, poorly fitted or top-dose-only effect, or another doubt; inactive = no such curve, though single readings can be large; an effect the other way counts as inactive or inconclusive.
SMILES,KB-V1 cytotox,IL1B secr inh,SW480 rereplic,MCF10A rerep,DRD3 agonist,HEK293 tox,KB-3-1 tox,HT1080 IDH1KD tx,HT1080NT lethal
COCc1cccc(-c2csc(C(N)c3ccc(F)c(F)c3)n2)c1 (stereo not drawn),-1.6%,-18.7,·,·,-7.4,16.2%,0.0%,26.5%,-2.5%
CC(=O)Nc1ccc(NC(=O)c2cc3sccc3n2Cc2ccc(Cl)cc2)cc1,-10.2%,·,·,·,-6.1,-9.8%,0.4%,·,·
Cc1ccc(C(=O)NNC(=O)Cc2cccs2)cc1,-1.9%,18.3,-8.8%,-3.0%,4.3,-1.7%,9.2%,0.1%,9.6%
COc1ccccc1OCCCCN1CCCCC1,-4.3%,18.2,2.3%,-0.2%,-3.7,19.0%,0.0%,1.9%,0.6%
Cc1ccc(N=C2NC(=O)/C(=C\c3ccc(C)s3)S2)cc1,-15.8%,-11.2,0.9%,3.2%,15.2,-3.8%,-12.1%,29.0%,28.3%
CCCn1nc(NC(=O)C2CCCO2)c2cc3cc(C)ccc3nc21 (stereo not drawn),0.0%,-7.8,?,?,-1.4,128.4%[activator],-4.8%,-5.5%,-0.9%
COc1ccccc1CNC(=O)CCC1N=C2c3ccccc3N=C(SCC(=O)NCCc3ccc(OC)c(OC)c3)N2C1=O (stereo not drawn),-18.9%,·,·,·,-14.5,-5.8%,-2.9%,·,·
O=C(C1CCCN(c2ncnc3c2nc2n3CCCCC2)C1)N1CCN(c2ccccc2F)CC1 (stereo not drawn),-20.7%,-6.2,-12.5%,-1.4%,0.7,0.2%,-29.6%,13.8%,12.4%
COc1cc(C(=O)NC(=S)Nc2ccc3c(c2)C(=O)N(C)C3=O)cc(OC)c1OC,?,5.7,-703.0%[inhibitor],?,-2.1,9.5%,?,-2.4%,4.1%
CCOc1cc(CNc2ccc(O)cc2)ccc1OCc1ccc(Cl)cc1,-0.7%,·,·,·,4.4,-6.4%,9.0%,·,·
CSc1nc(C)c(C(=O)C[n+]2ccc(C)cc2)cc1C#N,-2.4%,-8.8,-2.3%,1.6%,0.4,7.5%,0.0%,4.3%,-6.0%
Cc1ccc(-c2nnc3c4ccccc4c(C)nn23)cc1S(=O)(=O)N1CCN(C)CC1,?,21.5,-0.1%,3.5%,-11.5,-9.5%,?,-7.6%,3.2%
O=C(NNS(=O)(=O)c1ccc([N+](=O)[O-])cc1)C(=O)Nc1cccc(C(=O)O)c1,19.7%,-19.9,-14.6%,?,-6.6,13.9%,-9.7%,7.7%,10.4%
O=C(CSc1ncc2c(n1)-c1ccccc1N(Cc1ccc(F)cc1)S2(=O)=O)c1ccc(Cl)cc1,11.6%,·,·,·,10.2,-6.7%,-2.3%,·,·
O=C(c1ccccc1)N1CCCOC1c1ccccc1 (stereo not drawn),11.0%,7.2,-10.3%,0.6%,2.9,-1.2%,1.2%,4.9%,12.8%
Nc1cc(=O)nc2cn[nH]n12,21.6%,-1.2,·,·,5.5,5.7%,-7.5%,11.3%,3.5%
O=C(CSc1cccs1)Nc1ccc2ccccc2c1,0.5%,?,7.1%,12.1%,1.8,-4.9%,1.3%,5.5%,?
O=C(c1cccc(F)c1F)N1CCCC1,7.8%,15.1,-8.0%[9.22 µM],3.3%,3.2,1.4%,-0.4%,6.2%,10.2%
CCOC(=O)COn1c(=O)c(-c2ccc(OCC)cc2)[n+]([O-])c2ccccc21,2.3%,4.1,20.6%,-1.8%,0.7,1.5%,-4.0%,-0.1%,1.0%
Cc1ccccc1CNS(=O)(=O)c1c(C(=O)N2CCCC2)c(C)n(C)c1C,-2.2%,19.0,-7.5%,20.6%,0.7,-3.6%,26.0%,14.5%,6.0%
CC1CCCCC12NC(=O)N(CC(=O)OCC(=O)Nc1ccc(F)cc1[N+](=O)[O-])C2=O (stereo not drawn),20.0%,9.1,-4.1%,0.5%,10.2,4.0%,0.0%,16.5%,12.0%
O=S(=O)(c1ccccc1)N1N=C(c2ccccc2)CC1c1ccccc1 (stereo not drawn),?,-3.8,4.3%,0.1%,-7.3,3.1%,1.1%,-19.2%,5.4%
CCOC(=O)C1(Cc2ccccc2C)CCCN(C(=O)CN2C(=O)CSC2=O)C1 (stereo not drawn),-21.5%,11.2,-6.7%,9.6%,3.0,-8.2%,6.7%,25.4%,9.1%
Cc1ccc(NC(=O)c2oc3ccccc3c2NC(=O)Cc2cccs2)cc1,-6.8%,·,·,·,2.6,1.0%,16.8%,·,·
CC(C)c1ccc(NS(=O)(=O)c2cccc3cccnc23)cc1,?,?,-11.0%,10.7%,0.2,4.1%,-12.9%,-2.2%,1.7%

# Three compounds drawn at random from the list so far:
SMILES,KB-V1 cytotox,IL1B secr inh,SW480 rereplic,MCF10A rerep,DRD3 agonist,HEK293 tox,KB-3-1 tox,HT1080 IDH1KD tx,HT1080NT lethal
CC(C)c1ccc(NS(=O)(=O)c2cccc3cccnc23)cc1,?,?,-11.0%,10.7%,0.2,4.1%,-12.9%,-2.2%,1.7%
Cc1ccc(C(=O)NNC(=O)Cc2cccs2)cc1,-1.9%,18.3,-8.8%,-3.0%,4.3,-1.7%,9.2%,0.1%,9.6%
O=S(=O)(c1ccccc1)N1N=C(c2ccccc2)CC1c1ccccc1 (stereo not drawn),?,-3.8,4.3%,0.1%,-7.3,3.1%,1.1%,-19.2%,5.4%

# As a short view, 2 of the compounds above.
SMILES,KB-V1 cytotox,IL1B secr inh,SW480 rereplic,MCF10A rerep,DRD3 agonist,HEK293 tox,KB-3-1 tox,HT1080 IDH1KD tx,HT1080NT lethal
COCc1cccc(-c2csc(C(N)c3ccc(F)c(F)c3)n2)c1 (stereo not drawn),-1.6%,-18.7,·,·,-7.4,16.2%,0.0%,26.5%,-2.5%
CC(=O)Nc1ccc(NC(=O)c2cc3sccc3n2Cc2ccc(Cl)cc2)cc1,-10.2%,·,·,·,-6.1,-9.8%,0.4%,·,·

# Next part.
SMILES,KB-V1 cytotox,IL1B secr inh,SW480 rereplic,MCF10A rerep,DRD3 agonist,HEK293 tox,KB-3-1 tox,HT1080 IDH1KD tx,HT1080NT lethal
CCN(CC)c1ccc(C(NC(=O)C(C)C)c2ccc3cccnc3c2O)cc1 (stereo not drawn),?,80.5,·,·,7.8,?,0.0%,?,?
CC(C)n1c(=O)c2ccccc2n1Cc1cn(Cc2cccnc2)nn1,-39.8%,22.0,·,·,0.1,0.8%,-1.4%,0.5%,24.3%
O=C(Nc1cc(NC(=O)c2ccccc2F)ccc1Cl)c1ccccc1,-3.7%,4.6,?,15.9%,4.8,-3.8%,-5.6%,1.9%,16.7%
Cc1ccccc1OCC(=O)Nc1ccc(S(=O)(=O)N2CCCC2)cc1,-19.9%,-12.6,-339.6%,15.8%,0.8,-4.4%,-1.9%,-13.9%,-9.2%
Nc1c(-c2nc(-c3cccs3)no2)nnn1-c1cccc(Cl)c1,?,·,·,·,-1.8,2.5%,1.9%,·,·
CC1CCc2nc(N)c(C#N)c(-c3ccncc3)c2C1 (stereo not drawn),3.7%,-24.3,-4.7%,6.2%,0.4,5.4%,-2.1%,-4.8%,-7.2%
c1ccc(Cc2nnc3sc(-c4ccccn4)nn23)cc1,16.4µM*,12.0,-4.2%,1.0%,-1.3,5.3%,?,-0.9%,15.1%
COc1cc(-c2nc3ccc(N4CCN(C)CC4)cc3[nH]2)cc(OC)c1OC,-5.1%,-51.8*,2.2%,?,1.4,-2.2%,-4.8%,-12.3%,-0.5%
Cc1nc2ccccc2c(C)c1CC(=O)N(CC(C)C)c1c(N)n(Cc2ccccc2)c(=O)[nH]c1=O,-0.6%,-1.4,2.9%,-1.0%,-5.4,2.9%,4.7%,-0.3%,-0.3%
O=c1oc2ccccc2cc1-c1cn(-c2ccccc2)c(=S)[nH]1,5.8µM*,23.8,9.2µM*,5.8µM*,0.4,-28.7%,3.66µM*,-2.3%,?
CCn1c2ccccc2c2nnc(SCN3C(=O)c4ccccc4C3=O)nc21,8.2µM*,18.4,-2.6%,2.6%,3.4,4.2%,?,0.5%,1.2%
COc1cccc(CNC(=O)CSCC(=O)Nc2ccc(C)cc2)c1,?,13.6,-61.8%,-9.0%,5.3,6.4%,16.1%,1.1%,3.5%
COc1ccc(CNC(=O)C(C)n2nc(C)n3c(cc4occc43)c2=O)cc1 (stereo not drawn),4.7%,-5.7,-31.1%,8.5%,6.1,-16.5%,18.2%,0.9%,11.4%
C/C(=N\NC(=O)CSc1nc(C)cc(C)n1)c1cccc([N+](=O)[O-])c1,4.7%,59.4,-5.9%,?,-2.9,8.5%,9.2%,19.4%,19.7%
COc1ccccc1N(CC(=O)NCCSCc1ccc(Cl)cc1)S(C)(=O)=O,-16.3%&-15.0%,8.3,15.0%,-0.4%,-3.9&-12.2,-4.9%&-15.8%,-3.0%&-2.5%,-10.0%,-5.6%
COC(=O)c1ccccc1NC1=C/C(=N\S(=O)(=O)c2cccs2)c2ccccc2C1=O,18.4µM*!,-92.1*,4.61µM*,18.4µM*,-47.5&-104.5,?,?,6.31µM*,20.6µM*
CCN(C(=O)COC(=O)C12CC3CC(CC(O)(C3)C1)C2)c1c(N)n(Cc2ccccc2)c(=O)[nH]c1=O,6.5%,-0.5,-18.1%,-2.4%,4.6,0.1%,4.6%,0.0%,8.3%
CC1(C(=O)Nc2ccccc2Br)CCN1C(=O)CC1CC1 (stereo not drawn),4.8%,13.2,·,·,3.7,0.8%,0.0%,3.9%,1.3%
COc1ccc(OC)c(NC(=O)CSc2ccc(-c3cccs3)nn2)c1,-0.1%,·,·,·,7.8,-1.6%,0.7%,·,·
Cc1[nH]n(-c2ccccc2)c(=O)c1C=Nc1ccc(S(=O)(=O)N(C)C)cc1,-1.8%,-21.8,8.8%,-1.5%,6.3,-13.3%,-14.1%,-7.3%,-7.2%
COc1ccc(C)cc1NC(=O)CN(c1ccccc1)S(C)(=O)=O,-3.7%,-0.1,4.0%,3.4%,-9.0,-4.4%,-2.2%,0.6%,-12.5%
